Spn PMK inh – S. pneumoniae PMK inhibition; purified PMK, PK/LDH-coupled NADH absorbance 340 nm; inhibition, % at 10 µM; hit rate 0.49% among 65,000;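 active means top-ranked compounds by inhibition in the single 10 µM screen, taking a fixed number of the strongest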;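 further: 0% = full reaction with DMSO carrier and 100% = background rate without enzyme reaction; no value below 0 was filed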
MK inhibit – blocks S. pneumoniae mevalonate kinase; purified MK, PK/LDH-coupled NADH absorbance 340 nm; hit rate 0.48% among 65,000; inhibition, % at 10 µM;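 active means ranked among the strongest by inhibition in the single 10 µM screen, a fixed top-ranked set picked for dose follow-up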; further: no value below 0 was filed
HPDE-C7 viability – HPDE-C7 pancreatic duct cell viability loss – fluorescence, HTS (AID 430) | HPDE-C7 pancreatic duct cells viability, fluorescence; higher % means a stronger effect | one-dose cytotoxicity, % at 10 µM; EC50 in µM for titrated hits | hit rate 1.8% among 63,000;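 further: cells exposed to compound for 48 hours before viability readout; 0% = vehicle and 100% = reference cytotoxic drug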
HT1080 viability – cytotoxicity in HT1080 fibrosarcoma cells, cell-based, fluorescence readout (AID 620); HT1080 viability, fluorescence; higher % means a stronger effect; cytotoxicity, % at 10 µM, or EC50 in µM where a hit was titrated; hit rate 0.42% among 87,000;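 further: cells exposed to compound overnight then 4 h with Alamar Blue; 0% = vehicle DMSO and 100% = killing control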
Spn DPM-DC inh – inhibitors of Streptococcus pneumoniae diphosphomevalonate decarboxylase; purified DPM-DC, PK/LDH coupled NADH fluorescence; calls only at 10 µM; hit rate 0.49% among 65,000;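 active means the 320 compounds with the highest percent inhibition in the single-dose primary screen, excluding strongly autofluorescent ones, cut at about 32% in these data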;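 further: kinetic rate of NADH fluorescence loss reporting ADP formed by the decarboxylase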
LYP inhibition – inhibition of human PTPN22 tyrosine phosphatase – biochemical, DiFMUP fluorescence, recombinant catalytic domain, 10 µM, primary screen (AID 606); recombinant LYP catalytic domain, DiFMUP fluorescence; higher % means a stronger effect; one-dose inhibition, % at 10 µM; IC50 in µM for titrated hits; 52,000 tested, under 10 active;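 active means IC50 under 40 µM in the dose-response test; inactive means IC50 of 40 µM or more, or never dose-tested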
KRASV12 cytotoxicity – cytotoxicity in KRAS-transformed pancreatic duct cells, primary screen, cell-based, fluorescence, HTS (AID 431) | HPDE-C7K KRASV12 cells, Alamar Blue viability, 48 h; higher % means a stronger effect | cytotoxicity, % at 10 µM; hits with a dose series show EC50 in µM | hit rate 1.7% among 63,000;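 active means compounds whose percent cytotoxicity in the single-dose primary screen, scaled between solvent and toxic-drug controls, exceeds 50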;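 further: 0% = DMSO solvent wells and 100% = doxorubicin-treated wells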
TNAP inhibition – human TNAP enzyme inhibitors, biochemical, luminescent (AID 518); hit rate 0.09% among 64,000; purified TNAP enzyme, luminescent substrate readout; higher % means a stronger effect; one-dose inhibition, % at 20 µM; IC50 in µM for titrated hits; in the data active means a potency from the dose series; inactive means the rest, 99 in 100 with inhibition below about 22%;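 further: plate controls were vehicle for no effect and reference inhibitor for full effect; many of its hits are not listed in these tables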
Bfl-1 inhibitors – Bfl-1 inhibitors, primary screen, biochemical, fluorescence polarization, FITC-Bid, mouse (AID 432). FITC-Bid BH3 peptide fluorescence polarization displacement; higher % means a stronger effect. displacement, % at 20 µM; hits with a dose series show IC50 in µM. hit rate 0.02% among 64,000; in the data active means a potency from the dose series; inactive means the rest, 99 in 100 with displacement below about 15%; further: strong numbers were not always called active
Spn PMK inh pilot replicates – also measured in Spn PMK inh; calls as there; inhibition, %; measured here: pilot screen replicates
MK inhibit pilot replicates – second read-out of MK inhibit, no call of its own (marks repeat the call); inhibition, %; measured here: pilot screen replicates
Spn DPM-DC inh pilot screen % – also measured in Spn DPM-DC inh; calls as there; inhibition, %; measured here: pilot screen trials
An asterisk follows results filed as active; i = inactive; . = no result given. Unless noted, no stated cut-off is given here; in the data, active means cytotoxicity above about 50%; inactive means the rest.

SMILES | Spn PMK inh | MK inhibit | HPDE-C7 viability | HT1080 viability | Spn DPM-DC inh | LYP inhibition | KRASV12 cytotoxicity | TNAP inhibition | Bfl-1 inhibitors | others
COc1ccc(OC)c(-n2c(SC)nnc2-c2c[nH]c3ccccc23)c1 | 3 | 8 | -5% | 30% | i | 4% | 0% | 6% | 0%
COc1ccc(CCn2nnnc2C(C(C)C)N2CCN(c3ncccn3)CC2)cc1OC (centres undefined) | 10 | 9 | 11% | -14% | i | . | 2% | 9% | -6%
O=P(O)(CN1CCCCC1)CN1CCCCC1 | 4 | 11 | 11% | 39% | i | 0% | -4% | 5% | -2%
COc1ccc(S(=O)(=O)Nc2cccc(Cl)c2)cc1OC | 14 | 6 | 14% | 7% | i | 4% | 9% | 1% | -13%
CCOc1ccc2[nH]c(=O)c(CN(CCO)C(=O)c3ccc(Br)cc3)cc2c1 | 42* | 1 | 6% | . | i | 0% | 6% | 6% | -11%
Cc1cc(C)cc(OCCCCCNCCO)c1 | 16 | 6 | -12% | . | i | 11% | -6% | 10% | 0%
CCOC(=O)c1ccc(NCc2ccc3c(c2)OCO3)cc1 | 0 | 0 | -10% | 17% | i | 0% | -18% | 8% | -4%
CCN(CC)S(=O)(=O)c1ccc(Cl)c(C(=O)Nc2nncs2)c1 | 5 | 4 | 2% | -4% | i | 10% | -2% | 6% | 3%
Cc1ccc2oc(-c3ccc(NC(=O)c4cccnc4)cc3)nc2c1 | 2 | 8 | 51%* | 48% | i | 6% | 57%* | 10% | 1%
O=C(CN(C(=O)c1ccc2c(c1)OCCO2)c1ccccc1)NCC1CCCO1 (centres undefined) | 11 | 7 | -3% | 3% | i | 12% | -8% | 6% | -6%
Cc1nc(CCNC(=O)c2ccccc2)cs1 | 3 | 2 | -16% | 11% | i | 8% | -11% | 15% | -2% | Spn PMK inh pilot replicates=2.0;MK inhibit pilot replicates=1.0;Spn DPM-DC inh pilot screen %=0.0
COc1ccc(-c2ccnc(SCC(=O)N3CCOCC3)n2)cc1 | 13 | 5 | 3% | 4% | i | 10% | -2% | 7% | -4%
COC1Cc2ccccc2N(C(=O)N2CCN(CCO)CC2)c2ccccc21 (centres undefined) | 7 | 0 | -3% | 1% | i | 0% | -4% | 15% | 1%
O=C(Nc1ccccc1C(=O)N1CCOCC1)c1cccc(S(=O)(=O)N2CCCC2)c1 | 19 | 8 | -24% | -4% | i | 4% | 3% | 16% | -2% | Spn PMK inh pilot replicates=5.5;MK inhibit pilot replicates=1.5;Spn DPM-DC inh pilot screen %=2.0
CCN1CCC(C(=O)NC2CCCC2)(N(Cc2cccs2)C(=O)Cn2nnc3ccccc32)CC1 | 7 | 0 | -3% | -17% | i | 2% | 3% | 9% | -1%
COc1cccc(OC)c1C(=O)Nc1ccc2c(c1)OCCO2 | 8 | 8 | . | -5% | i | 2% | . | 4% | -4%
Nc1nnnn1/N=C/c1ccccn1 | 3 | 0 | -4% | 2% | i | -7% | -8% | 8% | 5% | Spn PMK inh pilot replicates=0.0;MK inhibit pilot replicates=0.0;Spn DPM-DC inh pilot screen %=4.0
Cn1nnc2cc(C(=O)N3CCC(c4ccccc4)C3)ccc21 (centres undefined) | 5 | 2 | 0% | -2% | i | . | -6% | 2% | -5%
O=C(c1ccco1)N1CCN(CCOCCOc2cccc3ccccc23)CC1 | 0 | 15 | 22% | 4% | i | . | 27% | 8% | 0%
CCOC(=O)Cn1c(=O)oc2cc(S(=O)(=O)N3CCc4ccccc43)ccc21 | 7 | 0 | -2% | 0% | i | 8% | -1% | -1% | -1%
Cc1ccc(Cn2ncc3c(N4CCOCC4)ncnc32)cc1 | 15 | 0 | 8% | 0% | i | -3% | 4% | 13% | 6%
CCn1c(SCC(=O)Nc2ccc(S(=O)(=O)Nc3ccccn3)cc2)nnc1-c1ccncc1 | 5 | 4 | -4% | 2% | i | 8% | -1% | 7% | -12%
Cc1onc(-c2ccccc2Cl)c1C(=O)Nc1c(C)n(C)n(-c2ccccc2)c1=O | 19 | 7 | -14% | 0% | i | -2% | -3% | 2% | 7%
Nc1nncn1C(=O)c1cc(Br)ccc1Cl | 4 | 12 | -4% | -8% | i | 0% | -2% | 7% | 2%
COc1cccc(CNC(=O)Cn2cc3c(n2)CCCC3)c1 | 6 | 5 | 0% | -12% | i | 10% | 4% | 6% | 1%
CCOC(=O)N1CCN(C(=O)CNS(=O)(=O)c2cccs2)CC1 | 0 | 0 | -11% | -10% | i | -29% | -4% | 3% | -1%
O=C(CCN1CCN(c2ccccc2)CC1)Nc1ccc2c(c1)OCO2 | 9 | 9 | 2% | -4% | i | . | -1% | 10% | 5%
CCc1nnc(NC(=O)c2ccc(COc3ccccc3)o2)s1 | 14 | 4 | -9% | -2% | i | . | -2% | 9% | 6% | Spn PMK inh pilot replicates=2.5;MK inhibit pilot replicates=2.0;Spn DPM-DC inh pilot screen %=4.5
COc1ccc(N(CC(=O)NC(C)(C)C)S(=O)(=O)c2ccccc2)cc1OC | 7 | 5 | . | -1% | i | 6% | . | 0% | 2%
O=C(NCC1CCCO1)c1ccc2c(c1)N(Cc1ccccc1)C(=O)CS2=O (centres undefined) | 0 | 3 | -8% | -2% | i | 12% | -9% | 9% | -8%
COc1cc(C(=O)Nc2ccc3c(c2)OCCO3)ccc1OC(F)F | 15 | 4 | 6% | 15% | i | 10% | 9% | -6% | -2%
Cn1cc(C(=O)N2CCN(c3ccccn3)CC2)c(=O)c2cc(S(=O)(=O)N3CCOCC3)ccc21 | 17 | 10 | -8% | 3% | i | -7% | -1% | 2% | -1%
CC1=CC(C)(C)N(C(=O)c2ccc(F)cc2)c2cc3c(cc21)OCO3 | 0 | 10 | -5% | -13% | i | . | 5% | 11% | 1%
CC1(C)CC(=O)C=C(Nc2ccc(F)cc2F)C1 | 0 | 9 | 4% | -6% | i | 11% | 12% | 4% | 1%
C=CCn1cnc2c(c1=O)c1nc3ccccc3nc1n2-c1ccc(Cl)cc1 | 3 | 11 | -6% | 3% | i | 5% | 1% | 0% | -3%
COCCNC(=O)CN(c1ccc(C)cc1)S(=O)(=O)c1ccc(SC)cc1 | 6 | 7 | -14% | 1% | i | 0% | -5% | -7% | -2%
COCCN(CCOC)C(=O)c1c[nH]c2ccc(S(=O)(=O)N(C)c3ccc(F)cc3)cc2c1=O | 18 | 1 | 1% | 0% | i | -3% | -3% | 3% | 3%
O=C1CC(N2CCN(c3ccc(Cl)c(Cl)c3)CC2)C(=O)N1 (centres undefined) | 5 | 11 | 16% | 3% | i | 7% | 19% | 30% | -2% | Spn PMK inh pilot replicates=2.0;MK inhibit pilot replicates=0.0;Spn DPM-DC inh pilot screen %=0.0
O=C(O)CNC(=O)c1ccccc1NC(=O)c1ccco1 | 12 | 0 | -7% | -2% | i | 4% | 4% | 11% | 1%
CC(=O)Nc1ccc(S(=O)(=O)Nc2nc3ccccc3nc2N2CCCC2)cc1 | 8 | 18 | 7% | -5% | i | -1% | 4% | 12% | 2% | Spn PMK inh pilot replicates=1.0;MK inhibit pilot replicates=0.0;Spn DPM-DC inh pilot screen %=3.0
CNC(=O)NCC12CC3CC(CC(C3)C1)C2 | 10 | 4 | 6% | 0% | i | 13% | -6% | 14% | 3%
COc1ccc(C(=O)N2CCN(S(=O)(=O)N3CCOCC3)CC2)cc1OC | 5 | 9 | 2% | 0% | i | 7% | -11% | 16% | 4%
CN(Cc1ccccc1)S(=O)(=O)c1ccc2[nH]cc(C(=O)NCC3CCCO3)c(=O)c2c1 (centres undefined) | 18 | 0 | 32% | -5% | i | 11% | 25% | 6% | -17%
COc1ccc(NC(=O)N(CCO)Cc2cc3c(C)cc(C)cc3[nH]c2=O)cc1 | 6 | 5 | -8% | -4% | i | 15% | -10% | 12% | -2%
CSc1nc2ccc(NS(=O)(=O)c3ccc(Cl)s3)cc2s1 | 13 | 0 | 55%* | -6% | i | 10% | 55%* | 3% | -4%
Cc1cc(Nc2cccc(Cl)c2)n2ncnc2n1 | 0 | 4 | 5% | -3% | i | -9% | 4% | 3% | 7%
O=C(Cn1c(-c2ccco2)nc2ccccc21)N1CCCCC1 | 8 | 16 | 2% | -13% | i | 5% | 5% | 2% | 21%
Cc1nc(Nc2nc(-c3ccccc3)cc(=O)[nH]2)nc2ccccc12 | 0 | 0 | 52%* | 8% | i | 4% | 68%* | 6% | -3%
Cc1ccccc1C(=O)Nc1ccc2nc3n(c(=O)c2c1)CCC3 | 16 | 9 | -2% | 3% | i | 89% | 6% | 0% | 4%
CCOC(=O)N1CCC(O)(c2cc(C)c(C)cc2C)CC1 | 16 | 2 | -11% | -9% | i | 1% | -13% | 8% | -8% | Spn PMK inh pilot replicates=4.5;MK inhibit pilot replicates=2.5;Spn DPM-DC inh pilot screen %=0.5
CCc1nnc(NC(=O)CN2CCC(O)(c3ccccc3OC)CC2)s1 | 4 | 5 | -1% | 9% | i | 5% | -5% | 3% | -1%
Cc1noc(C)c1C(=O)Nc1sc(C)c(-c2ccccc2)c1C#N | 5 | 5 | 10% | 0% | i | 15% | -4% | 5% | -2%
CSCC[C@H](NC(=O)NCCC1=CCCCC1)C(=O)O | 9 | 11 | 30% | -4% | i | 4% | 9% | 13% | 0%
Cc1ccc(N2CC(C(=O)NC3=NCCS3)CC2=O)cc1 (centres undefined) | 6 | 1 | -3% | 6% | i | . | -6% | 12% | 9%
Cc1[nH]c2ccccc2c1NC(=O)CN1CCN(Cc2ccc3c(c2)OCO3)CC1 | 5 | 5 | 15% | -8% | i | 4% | 13% | 4% | 1%
CCOC(=O)c1sc(N)nc1-c1ccccc1 | 4 | 3 | 12% | 4% | i | -5% | 0% | 7% | 0%
Cc1ccccc1N1C(=O)C(Cl)=C(N2CCN(c3ccccc3)CC2)C1=O | 11 | 7 | 4% | -2% | i | 4% | -8% | 11% | 1%
CC(C(=O)N(C)C)N(C#N)c1nc(N(C)C)nc(N(C)C)n1 (centres undefined) | 0 | 10 | -8% | 9% | i | -7% | -23% | 8% | -7%
N#Cc1nc(-c2ccc(Cl)cc2)oc1NCCc1ccccn1 | 0 | 7 | -19% | 0% | . | 5% | -5% | 3% | -4% | Spn PMK inh pilot replicates=3.0;MK inhibit pilot replicates=1.0
Cc1cc(C)c2[nH]c(=O)c(C(c3nnnn3Cc3ccc4c(c3)OCO4)N3CCC(C)CC3)cc2c1 (centres undefined) | 12 | 6 | -29% | -8% | i | -2% | -17% | 7% | -9% | Spn PMK inh pilot replicates=0.5;MK inhibit pilot replicates=1.0;Spn DPM-DC inh pilot screen %=5.5
COc1ccc2nc(NC(=O)C3CCCN(S(=O)(=O)c4cccs4)C3)sc2c1 (centres undefined) | 4 | 0 | 6% | 8% | i | 31% | 32% | 5% | -3%

Source: PubChem (several laboratories)
